MsrA act – activators of bovine methionine sulfoxide reductase A | purified bovine MsrA, absorbance read-out | activation, % at 10.6 µM | AID 602163 | hit rate 0.3% among 360,000; in the data active = activation above about 7.5%;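 also: 0% = vehicle and 100% = reference activator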
PABP1 MLLE inh – blocks PAM2 peptide binding to the PABP1 MLLE domain. P11940. GST-MLLE / FITC-PAM2 fluorescence polarization. inhibition, % at 20 µM. hit rate 0.36% among 360,000. AID 588489; in the data active = inhibition above about 35%, passing the limit was not always enough;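 also: plate controls were DMSO wells with GST-MLLE for no effect and wells lacking GST-MLLE protein for full effect; some results filed as inactive read as strong as hits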
Rpn11 inh – blocks the human proteasome subunit Rpn11 | O00487 | human 26S proteasome, Ub4-pepOG fluorescence polarization; 20S core pre-blocked with epoxomicin | calls only at 20 µM | hit rate 0.59% among 360,000 | AID 588493;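 active = inhibition at 20 µM, scaled to each plate's controls, above about 33%, limit read from the data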
MT1-MMP act inh – inhibitors of human MT1-MMP activation; P50281; HT1080 RFP-PRO-GFP cells, GFP/RFP ratio fluorescence, overnight; percent of plate control window, DMSO zero; GFP/RFP ratio change, % at 20 µM; hit rate 0.061% among 360,000;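 active = GFP/RFP ratio change of at least 30% with cell ATP level not reduced by more than half and red fluorescence within 50% of control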; also: strong numbers were not always called active
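Material – HT1080 RFP-PRO-GFP cells · Control set – DMSO wells and RFP-L50D-GFP cells · Incubation – overnight cell settling, then overnight compound exposure, 37 °C, 5% CO2 · Compound dosing – single-point 20 µM compound, 1% DMSO · Read-out – GFP/RFP fluorescence ratio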
FAS-TE inh – blocks the thioesterase domain of human fatty acid synthase | P49327 | recombinant FAS-TE, OMFH fluorogenic substrate, fluorescence endpoint | inhibition, % at 15 µM | hit rate 0.67% among 360,000;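 active = compounds whose normalised, plate-corrected inhibition of enzyme fluorescence in the single-dose primary screen is 50% or more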;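 also: 0% = DMSO with enzyme and 100% = substrate without enzyme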
MsrA inh – inhibitors of bovine MsrA | hit rate 0.75% among 360,000 | inhibition, % at 15.5 µM | purified bovine MsrA, absorbance read-out; in the data active = inhibition above about 4.5%;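 also: 0% = vehicle wells with enzyme and 100% = reference inhibitor wells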
Rin1-Abl PPI inh – human Rin1-Abl interaction inhibition. P00519+Q13671. AID 588664. inhibition, % at 7.35 µM. TR-FRET Rin1/Abl binding, biochemical. hit rate 0.4% among 360,000; in the data active = inhibition above about 5%, passing the limit was not always enough
Target sequence (P00519 whole entry, looked up): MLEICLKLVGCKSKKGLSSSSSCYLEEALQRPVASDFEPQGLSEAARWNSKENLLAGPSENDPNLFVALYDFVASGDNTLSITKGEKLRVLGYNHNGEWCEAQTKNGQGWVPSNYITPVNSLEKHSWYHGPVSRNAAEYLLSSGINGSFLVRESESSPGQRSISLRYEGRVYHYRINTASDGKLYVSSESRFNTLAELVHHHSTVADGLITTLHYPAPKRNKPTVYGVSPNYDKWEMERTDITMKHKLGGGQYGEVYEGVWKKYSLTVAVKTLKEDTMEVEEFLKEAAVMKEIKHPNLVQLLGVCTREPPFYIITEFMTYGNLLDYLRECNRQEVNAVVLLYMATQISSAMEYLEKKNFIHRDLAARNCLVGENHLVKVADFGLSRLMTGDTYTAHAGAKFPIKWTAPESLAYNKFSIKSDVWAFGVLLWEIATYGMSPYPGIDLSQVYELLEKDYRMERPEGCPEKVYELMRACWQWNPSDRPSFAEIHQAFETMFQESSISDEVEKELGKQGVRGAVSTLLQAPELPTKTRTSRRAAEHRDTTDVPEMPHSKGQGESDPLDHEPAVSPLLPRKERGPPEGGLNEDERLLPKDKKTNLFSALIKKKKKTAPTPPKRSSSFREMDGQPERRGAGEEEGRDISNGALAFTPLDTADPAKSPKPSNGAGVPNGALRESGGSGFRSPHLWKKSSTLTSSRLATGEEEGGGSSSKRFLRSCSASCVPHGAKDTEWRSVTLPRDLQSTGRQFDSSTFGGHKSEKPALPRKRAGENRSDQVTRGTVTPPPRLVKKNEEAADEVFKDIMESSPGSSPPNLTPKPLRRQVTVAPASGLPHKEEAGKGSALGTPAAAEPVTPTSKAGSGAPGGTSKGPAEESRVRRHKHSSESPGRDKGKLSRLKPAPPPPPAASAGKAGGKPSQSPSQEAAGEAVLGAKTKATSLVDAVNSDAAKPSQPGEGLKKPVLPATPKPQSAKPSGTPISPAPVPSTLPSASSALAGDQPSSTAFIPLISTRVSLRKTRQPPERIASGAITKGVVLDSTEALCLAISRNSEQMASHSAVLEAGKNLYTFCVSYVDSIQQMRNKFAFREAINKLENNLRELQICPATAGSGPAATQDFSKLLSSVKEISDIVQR
Target sequence (Q13671 whole entry, looked up): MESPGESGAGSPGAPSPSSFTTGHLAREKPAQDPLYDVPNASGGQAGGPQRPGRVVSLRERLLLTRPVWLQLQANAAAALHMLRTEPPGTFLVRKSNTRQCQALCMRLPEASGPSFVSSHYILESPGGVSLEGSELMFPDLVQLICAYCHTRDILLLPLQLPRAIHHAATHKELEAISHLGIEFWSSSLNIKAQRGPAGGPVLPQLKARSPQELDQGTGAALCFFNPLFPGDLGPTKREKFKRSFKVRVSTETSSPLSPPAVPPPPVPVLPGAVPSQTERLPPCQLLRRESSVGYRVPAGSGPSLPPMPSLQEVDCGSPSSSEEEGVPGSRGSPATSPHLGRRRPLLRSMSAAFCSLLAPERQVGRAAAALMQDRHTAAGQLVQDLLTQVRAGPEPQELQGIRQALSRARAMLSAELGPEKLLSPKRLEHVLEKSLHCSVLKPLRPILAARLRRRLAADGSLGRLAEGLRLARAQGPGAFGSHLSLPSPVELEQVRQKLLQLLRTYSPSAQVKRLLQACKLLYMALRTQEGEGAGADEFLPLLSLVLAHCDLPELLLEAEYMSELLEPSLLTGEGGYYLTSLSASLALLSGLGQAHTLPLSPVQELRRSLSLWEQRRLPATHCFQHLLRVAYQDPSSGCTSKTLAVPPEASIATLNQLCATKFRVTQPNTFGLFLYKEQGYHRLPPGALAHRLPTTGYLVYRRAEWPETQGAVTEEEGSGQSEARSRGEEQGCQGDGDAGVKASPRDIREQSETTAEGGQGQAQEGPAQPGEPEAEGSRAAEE
E coli Lon inh – inhibitors of E. coli Lon protease; P0A9M0; purified E. coli Lon protease, fluorescence polarization; inhibition, % at 7.94 µM; hit rate 0.42% among 360,000; in the data active = inhibition above about 13%, passing the limit was not always enough;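 also: 0% = enzyme with probe and DMSO and 100% = no enzyme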
CSN inh – CSN deneddylation inhibition | Q92905 | Purified CSN, SCF-Nedd8-OG deneddylation, fluorescence polarization | inhibition, % at 12.5 µM | hit rate 0.38% among 360,000 | AID 651999;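 active = pattern-corrected inhibition above about 35%, with an unprinted fluorescence ratio check between 0.5 and 1.5, limit read from the data, passing the limit was not always enough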;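 also: 0% = enzyme with substrate and 100% = substrate without enzyme; some results filed as inactive read as strong as hits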
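Detection – fluorescence polarization · System – HEK293T-derived human Csn5 enzyme · Controls – substrate-only high control, full reaction low control · Timing – 90 min, room temperature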
* marks the source's active call; other numbers are inactive results; i = inactive; nt = no result given. The order is random (roughly 3.7% active in at least one column).

smiles	MsrA act	PABP1 MLLE inh	Rpn11 inh	MT1-MMP act inh	FAS-TE inh	MsrA inh	Rin1-Abl PPI inh	E coli Lon inh	CSN inh
OCCN(Cc1ccccc1)Cc1ccccc1O	-7.5	0.7	i	-0.1	-2.4	0.2	2.2	0.5	-11.7
CC(C(=O)Nc1cccc([N+](=O)[O-])c1)N1C(=O)NC2(CCCC2)C1=O (stereo not given)	-4.2	-2.2	i	0.4	2.7	-1.3	4.1	3.5	-0.3
CCOC(=O)C1CCCCN1Cc1ccc(F)cc1 (stereo not given)	1.4	-0.3	i	2.7	-1.5	0.5	-1.2	-17.1	4.1
COc1ccccc1CCC(=O)Nc1ncc(C)s1	-3.3	1.6	i	-3.2	-2.3	-0.2	5.4	-9.1	0.3
C[C@H](CO)N1C[C@H](C)[C@@H](CN(C)S(C)(=O)=O)Oc2ccc(NS(=O)(=O)c3cn(C)cn3)cc2C1=O	-2.9	1.6	i	-0.2	-7.3	-0.7	2.1	-6.0	-5.4
O=S(=O)(Nc1ccc(O)c2ccccc12)c1ccc(OC(F)(F)F)cc1	1.4	16.0	i	-3.9	20.2	0.0	1.1	2.8	8.6
O=S(=O)(Nc1cccnc1)c1ccc(C2CCCCC2)cc1	-2.5	-1.6	i	0.1	-0.7	0.4	-2.3	-1.2	-3.0
CC(C)(CO)N=Cc1c(O)[nH]c2ccccc12	-2.6	6.1	i	-2.7	-5.2	nt	-7.0	5.7	5.6
COc1ccc(C(=O)NC(=S)NNC(=O)c2ccc(C)cc2)cc1	-1.4	-9.9	i	4.5	3.0	1.8	1.0	-4.7	2.1
C/C=C(/CCC1NCCc2c1[nH]c1ccccc21)[Si](C)(C)C (stereo not given)	-1.6	-41.2	i	-37.1	6.0	-0.2	1.4	-49.2	10.0
O=C(Cc1ccccc1)Nc1ccccc1N1CCOCC1	-13.0	1.6	i	5.1	-3.9	-0.1	-1.3	7.9	-0.4
CN(C)CC/C=C1/c2ccc(F)cc2Sc2ccc(Cl)cc21	-7.8	-8.1	i	1.1	9.0	-0.1	-2.6	1.1	1.7

3 entries out of the list above, ordered by their value in MsrA inh, high to low:
compound,MsrA inh
O=S(=O)(Nc1cccnc1)c1ccc(C2CCCCC2)cc1,0.4
C[C@H](CO)N1C[C@H](C)[C@@H](CN(C)S(C)(=O)=O)Oc2ccc(NS(=O)(=O)c3cn(C)cn3)cc2C1=O,-0.7
CC(C(=O)Nc1cccc([N+](=O)[O-])c1)N1C(=O)NC2(CCCC2)C1=O (stereo not given),-1.3

(continued)
smiles	MsrA act	PABP1 MLLE inh	Rpn11 inh	MT1-MMP act inh	FAS-TE inh	MsrA inh	Rin1-Abl PPI inh	E coli Lon inh	CSN inh
c1ccc(CCc2nc(-c3ccccc3)no2)cc1	-12.4	3.9	i	-0.9	1.6	-0.8	1.9	-2.5	0.6
CCN(Cc1ccncc1)Cc1cn(C)nc1-c1ccc(Oc2ccccc2)cc1	-6.1	-7.2	i	-0.3	5.9	3.8	-0.4	4.5	0.4
COc1ccc(C)cc1NC(=O)c1ccc(S(=O)(=O)N2CCCCC2)cc1	-2.0	-3.5	i	3.7	12.0	-1.4	-0.8	-10.1	1.1
Fc1ccc(-c2nc3cnccn3c2NC2CCCC2)cc1	-2.6	5.6	i	0.8	0.8	0.4	-2.3	-4.8	-0.2
COc1ccc(-c2noc(CCC(=O)NCc3cccnc3)n2)cc1	-0.6	0.7	i	1.9	-11.1	-0.7	-4.1	-0.8	-1.9
Cc1ccc(-c2ccnc3[nH]n(-c4ccccc4)c(=O)c23)cc1	-3.4	-86.7	i	-2.0	-2.5	1.7	-1.6	0.5	-1.6
COc1ccc(C(=O)Nc2nnc(CCc3ccccc3)s2)c(OC)c1	0.3	17.9	i	2.5	7.4	0.2	-0.9	-12.5	-0.7
Cn1c2c(c(=O)n(C)c1=O)[C@@]1(C(=O)Nc3ccccc31)C(C#N)=C(N)O2	-4.1	37.7	i	0.0	-3.9	2.1	-1.4	-7.3	5.8
CCOC(=O)c1c(-c2ccc(OC)cc2)csc1NC(=O)CCN1C(=O)c2ccccc2C1=O	-3.1	24.8	i	2.7	21.4	nt	-4.2	-1.3	3.3
CCN(CC)c1ccc(CNC23CN4CN(CN(C4)C2)C3)cc1	-4.6	-3.2	i	2.9	-7.4	2.4	1.4	-11.7	-1.1
COc1cc(NC2c3ccccc3C(=O)N2Cc2ccccc2Cl)cc(OC)c1 (stereo not given)	-8.2	1.6	i	-8.3	14.5	3.2	-1.9	-1.6	2.2
CCc1ccc(N(C(=O)c2csnn2)C(C(=O)NC(C)(C)CC)c2cccnc2)cc1 (stereo not given)	-1.9	1.0	i	0.7	-4.5	1.5	2.9	2.2	7.8
COc1ccc(-n2ccnc(SCC(=O)NC3CCCCC3)c2=O)cc1	-5.4	23.8	i	2.8	-1.5	nt	2.0	0.5	-6.8
CC(=O)c1cc(-c2ccccc2)n(CC(=O)Nc2ccc(C)c(C)c2)c1C	-3.7	-1.6	i	-1.9	-1.8	-0.1	-1.8	6.8	3.8
O=C(CSc1nnnn1-c1ccccc1)c1cc2ccccc2oc1=O	-1.6	-85.3	i	-24.3	-7.0	-0.8	-1.0	1.1	-2.9
Cc1ccc(O)c(CNc2nccs2)c1	-1.9	14.5	i	-3.6	0.1	-0.7	-2.3	-11.1	6.9
CCOC(=O)C1CCN(S(=O)(=O)c2ccc3c(c2)CC(C)N3C(=O)C2CC2)CC1 (stereo not given)	-0.1	-5.8	i	2.9	7.0	-0.1	-0.6	9.1	-2.3
NC(=O)c1ccccc1NC(=O)CC1(CC(=O)O)CCCC1	0.1	-6.3	i	-1.7	-6.1	0.0	2.9	-8.8	2.7
Cc1cc(C)cc(N(CC(=O)NC2CCC(C)CC2)S(=O)(=O)c2c(C)noc2C)c1 (stereo not given)	-3.1	5.6	i	-2.9	0.1	-0.6	-2.4	0.8	-5.2
CN(C(=S)Nc1ccc(Oc2ccccc2)cc1)C1CCCCC1	-3.1	-94.3	i	3.6	24.5	-0.3	1.7	-3.0	4.3
CC(C)(C)NC(=O)NC(=O)COC(=O)Cc1c(Cl)cccc1Cl	-0.4	4.2	i	-0.7	16.7	0.4	-4.7	-10.9	3.1
Cc1ccccc1CN1CCN(CC(=O)NCc2ccc3c(c2)OCO3)C1=O	-5.7	2.2	i	-1.4	-1.9	-1.1	4.6	-0.9	-3.2
O=C(CN1CCN(S(=O)(=O)/C=C/c2ccccc2)CC1)NC(=O)NCc1ccco1	-2.3	-2.5	i	-0.5	-2.5	-1.0	1.2	-9.7	0.8
COc1ccc(NC(C)=O)cc1S(=O)(=O)NC(C)c1ccc(-n2ccnc2)cc1 (stereo not given)	-4.0	8.7	i	-6.4	0.3	0.0	-0.2	-9.3	-3.4
COc1cccc(C(=O)Nc2cc(NC(=O)c3cccs3)ccc2C)c1	1.1	-10.2	i	4.4	5.4	1.3	-0.8	-0.5	2.5
CCCOc1ccc(C(C)=O)cc1CC(C(N)=O)C(N)=O	2.0	6.9	i	3.7	-3.9	-0.5	2.9	-6.5	-0.9
CC(C)Cn1c(CN2CCN(C)C(CCO)C2)nc2ccccc21 (stereo not given)	-0.5	5.9	i	-1.9	-5.2	0.4	-1.9	-2.6	3.8
CC(=O)NCCn1c(SCC(=O)NC2CCCCC2)nc2ccccc2c1=O	-8.7	7.8	i	1.8	-2.5	0.5	-0.5	0.5	3.1
COc1ccc(CC(=O)Nc2ccc3c(c2)C(=O)N(CCC(=O)O)C3=O)cc1	-2.8	0.7	i	0.0	-2.3	0.4	-1.6	-12.6	1.8
COc1ccc(/C=C2\SC(=S)N(CCC(=O)N(CCO)Cc3ccccc3)C2=O)cc1OC	-7.7	-6.3	i	-2.1	13.0	1.5	2.0	-7.5	-1.4
O=C(NC1CCCCC1)N1CCN(c2ccccc2)CC1	2.6	5.3	i	-5.3	1.1	0.9	3.6	-0.6	-0.9
COc1cccc(-c2nnc(SCC(=O)N3CCCc4ccccc43)o2)c1	-3.5	-68.9	i	-5.3	10.1	-1.9	-0.8	-4.1	1.9
O=C(Nc1nc(-c2ccccn2)cs1)Nc1ccc(F)cc1F	-3.4	21.1	i	2.2	0.2	-0.5	2.1	-2.9	1.2
COc1ccc(/C=C2/SC(=S)N(c3ccc(S(=O)(=O)Nc4nccs4)cc3)C2=O)cc1	-2.5	17.9	i	2.4	3.3	2.0	-0.1	-5.0	8.0
CSCc1cc(N(C)c2ccccc2)nc(-c2ccccc2)n1	-3.4	6.3	i	-0.7	21.1	1.1	1.1	6.7	1.5
O=C1c2ccccc2C(=O)C1c1ccncc1	-8.2	3.5	i	5.1	-23.6	2.2	-2.4	-7.2	4.6
O=C(O)CCCC(=O)Nc1ccc(-n2ccc(C(F)(F)F)n2)cc1	-6.7	5.6	i	2.5	-6.6	-1.3	-4.1	7.9	0.9
COc1ccc(-c2nnc(SC(C)C(=O)Nc3cccc(Cl)c3)o2)cc1 (stereo not given)	-4.9	-1.8	i	3.6	20.1	0.0	-6.2	1.0	-3.1
O=C(NCc1cccnc1)c1cc(-c2ccc(Cl)cc2)oc1C(F)(F)F	-6.0	8.1	i	6.1	10.5	0.8	-2.7	-4.4	3.2
Cn1cccc1C(=O)NNC(=O)COc1ccccc1F	-4.0	2.4	i	2.5	-0.1	-1.0	1.7	-15.7	0.6
Cc1ccc(S(=O)(=O)NCCC(=O)N2CC(C)OC(C)C2)cc1 (stereo not given)	-2.9	4.2	i	2.1	-5.7	1.1	0.1	-7.7	-1.1
Brc1ccc(/C=N/Nc2ncnc3c2cnn3Cc2ccccc2)cc1	-1.1	-4.3	i	0.1	9.5	-0.5	0.4	-7.3	8.4
CCC(Oc1ccccc1)C(=O)Nc1ccc(S(=O)(=O)Nc2cnc3ccccc3n2)cc1 (stereo not given)	-2.7	1.3	i	5.0	-1.5	-0.3	-2.4	3.3	0.6
Cn1c(N)c(N=O)c(=O)n(C)c1=S	-3.4	-2.8	i	-1.6	-6.9	0.9	-10.0	3.1	1.0
O=C(O)c1ccc(CNCc2ccc(F)cc2)cc1	-5.5	-1.4	i	-2.7	-8.6	0.0	4.2	-1.8	-1.0
COc1ccc(CC(=O)N(Cc2ccccc2)c2ccc(C)cc2)cc1S(=O)(=O)N1CCOCC1	-1.8	6.1	i	-3.4	9.3	0.2	-4.5	0.2	0.6
CCCOc1ccc(C(CC(=O)O)NS(=O)(=O)c2ccc(NC(C)=O)cc2)cc1 (stereo not given)	-3.1	-4.9	i	1.2	-5.4	-0.5	-0.4	1.6	-0.8
O=S(=O)(Nc1ccc(O)c2ncccc12)c1ccccc1F	-6.9	108.7	i	-2.7	-1.6	-1.1	12.6*	6.4	5.6
CCOC(=O)c1c(C)[nH]c(C)c1C(=O)CSc1nc(N)cc(=O)[nH]1	-0.5	-1.6	i	-0.6	-7.7	0.9	0.3	-4.0	-2.9
O=[N+]([O-])c1cc(N=Nc2ccc3ccccc3c2)ccc1O	-5.7	5.3	i	23.4	15.0	0.6	-1.2	3.8	-3.8
COc1ccc(-c2csc3ncnc(NCCN4CCOCC4)c23)cc1	-3.0	-1.9	i	-12.4	0.5	1.2	1.3	-7.5	-1.0
